# NCI-60 one-dose screen, 48 h, at 10 µM unless noted. Numbers give growth in % (100 = growth as untreated, 0 = no growth, -100 = all killed).
# HL-60(TB): HL-60(TB) leukemia cells | 9% of 78,000 active; active means growth percent below 10
# * = called active by the depositor; & = joins results of further samples; [ ] = another dose, or the depositor's remark. These rows are one share of the data (hit frequency here may not be typical).
SMILES,HL-60(TB)
COc1ccc(NC(=O)CSc2nnc(-c3ccc4nc(-c5ccc(OC)c(OC)c5)[nH]c4c3)o2)cc1,108
C=CCOc1cccc(/C=C2\SC(=S)N(C3CC(=O)N(c4ccc(Br)cc4)C3=O)C2=O)c1 (stereo unspecified),108
NS(=O)(=O)c1ccc(C(=O)N2N=C(c3ccccc3)CC2c2ccc(F)cc2)cc1 (stereo unspecified),89
Nc1nc(=S)c2ncn(C3OC(CO)C(O)C3O)c2[nH]1 (stereo unspecified),21&96
CCOC(=O)C(CBr)CBr,100
O=C(c1cccs1)c1cccs1,85
COc1ccc(C(=O)c2cc(C)c(OC)c(C)c2)c(OC)c1N(C(=O)C(Cl)Cl)C(=O)C(Cl)Cl,-32*
N=C1C=C(N)C(=O)c2ccccc21,-33*
Cc1cc(C(C)(C)C)cc(O)c1O,73
CC(=O)[O][Hg][c]1c(C)c(C)cc(C)c1C,-13*
O=C(NC(=S)Nc1cccc(Cn2c(=O)[nH]c3ccc(Oc4ncccn4)cc3c2=O)c1)c1ccccc1,89
CCOc1cc(/C=C/C(=O)CC(=O)/C=C/c2ccc(OC(=O)CNCCN(CC)CC)c(OCC)c2)ccc1OC(=O)CNCCN(CC)CC,-30*
O=C1c2cc(Br)ccc2-c2ccc(Br)c3cccc1c23,79
Cc1ccc(-c2n[nH]c(=O)c3nc(NC(=S)Nc4ccc(Cl)cc4)sc23)cc1,87
N#CSCC1CC(O)(c2cn(C(=O)c3ccc(Cl)cc3)c3ccccc23)C(=O)O1 (stereo unspecified),95
C[C@]12Cc3cn[nH]c3C=C1CC[C@@H]1[C@@H]2CC[C@@]2(C)[C@H]1CC[C@]2(C)O,82
ClCCN1CCCCCC1,93
O=C(O)c1ccccc1C(=O)Nc1cccc([N+](=O)[O-])c1,144
CCN(CC)Cc1cc([N+](=O)[O-])ccc1O,131
Fc1cc(-c2nn3c(-c4cc(F)c(Cl)cc4Cl)nnc3s2)c(Cl)cc1Cl,97
O=C(NCc1ccccc1)C(c1ccc(OCCBr)cc1)N(C(=O)CCc1ccc(O)cc1)C1CC1 (stereo unspecified),97
c1ccc2c([C@@H]3CCCC[C@H](c4c[nH]c5ccccc45)c4c3[nH]c3ccccc43)c[nH]c2c1,53
N#Cc1nc(C#N)c(Sc2ccccc2)c(Sc2ccccc2)c1Sc1ccccc1,-37*
CC(=O)NCC(=O)N1[C@@H]2CC[C@H]1c1ccc(Nc3ncc(C(F)(F)F)c(NC4CCC4)n3)cc12,12[2.5 µM]
CNc1ccc(N)cc1,109
# Next part
SMILES,HL-60(TB)
C=C(C)[C@@H]1CC[C@]2(C(=O)N3CCN(C)CC3)CC[C@]3(C)[C@H](CC[C@@H]4[C@@]5(C)CC[C@H](O)C(C)(C)[C@@H]5CC[C@]43C)[C@@H]12,-53*
CC(N)C(=O)OC(C)(C)Cc1ccc(Cl)cc1 (stereo unspecified),112
COc1ccccc1-n1c(C)nc2ccccc2c1=O,95
COc1cc(-c2nc(SC(C)C)nc(Nc3ccccc3C)c2C#N)cc(OC)c1OC,103
[O-][n+]1onc(N/N=C/c2ccc(Br)s2)c1-c1ccccc1,102
O=C(O)CNc1ccc(S(=O)(=O)c2ccc(NCC(=O)O)cc2)cc1,127
CCCCCc1cc(Cl)ccc1OCC(=O)O,103
O=Cc1ccc(O)c(Cl)c1,91
CC(C)[C@@H]1C=C2CC[C@H]3[C@](C)(CN)CCC[C@]3(C)[C@H]2CC1,70
Clc1ccc(-c2nn(-c3ccccc3)cc2-c2nc3ccccc3s2)cc1,96
Oc1ccc(N=Nc2ccc(N=Nc3ccccc3)cc2)cc1,7.4*
Cc1cc2c(cc1C)NP(=S)(c1ccccc1)N2,81
CC(=O)C1=C(O)C(CSCc2ccccc2)N(C)C1=O (stereo unspecified),79
CCN(CC)c1ccc(-c2nnc(CN3C=NC4C(N5CCOCC5)=NC=NC43)o2)cc1 (stereo unspecified),102
C/C(=C/c1ccc(Cl)cc1)C(=O)O,110
COc1ccc(/C=C(/C(=O)n2cnnn2)c2cc(OC)c(OC)c(OC)c2)cc1,4.6*
O=C(NNC(=S)Nc1ccccc1)c1ccccn1,-6.2*
CC(C)(O)C1=CC2=CC[C@@H]3C(C)(C)C(=O)CC[C@@]3(C)[C@@H]2CC1,99
COc1ccc(-c2cc(/C=C3\C(=O)Nc4cc(Cl)ccc43)[nH]n2)cc1OC,53
CCOc1c(C#N)c(Nc2ccc(S(N)(=O)=O)cc2)c(C#N)c2nc(=S)nc(Nc3ccccc3)n12,103
CC1=NN(c2ccc(S(=O)(=O)O)cc2)/C(=N/NC(N)=S)C1,86
CCOC(=O)CC1CSC(Nc2ccc(OC)cc2OC)=N1 (stereo unspecified),106
CC(C)CC(=O)OCc1ccccc1,101
COC(=O)CCC(=O)NCCc1c[nH]c2ccccc12,94
COc1ccccc1/C=N/N=C(\C)c1nnn(-c2ccc([N+](=O)[O-])cc2)c1C,99
# (next part)
SMILES,HL-60(TB)
CCOc1cc(C(=O)O)cc(OCC)c1OCC,83
C[N+](C)(C)C(Cc1ccccc1)c1ccccc1 (stereo unspecified),48
CC(=O)O[C@H]1CC[C@@]2(C)[C@@H](CC[C@@H]3[C@@H]2CC[C@]2(C)C=C(C=O)C[C@@H]32)C1,-38*
CCOC(=O)c1ccc2c(c1)nc(NC(=O)c1ccc(Cl)cc1)n2CCCOC(C)C,93
O=C(O)c1cc(-c2ccccc2)nc2ccc(Cl)cc12,54
COc1cc(C2C(C#N)=C(N)OC3=C2C(=O)c2ccccc2C3=O)cc(OC)c1OC (stereo unspecified),15
CC[C@H](C)[C@@H]1NC(=O)[C@@H]([C@@H](C)CC)NC(=O)CC(=O)[C@H](C)[C@H](/C=C(\C)C[C@@H](C)C/C(C)=C/c2cnco2)OC1=O,100
N#C/C(=C\c1ccc(-c2ccccc2Cl)o1)C(=O)c1c[nH]c2ccccc12,103
NC1CCC(Nc2nc(NCc3ccc(-c4cccs4)nc3)c3ncn(C4CCCC4)c3n2)CC1 (stereo unspecified),-30*
CC(C)C(=O)/C=C/c1ccccc1,91
CC(C)c1c(C(=O)Nc2ccccc2)c(-c2ccccc2)c(-c2ccc(F)cc2)n1CC[C@@H]1CC=CC(=O)O1,-28*
O=C(c1ccc(O)c(Br)c1)N1Cc2ccccc2C1,96
COc1ccc(C(=S)N2CCN(c3ccc(C)cc3)CC2)cc1,96
Cc1cc2c(cc1C)Nc1sc(NC(=O)CN3CCN(C)CC3)nc1C(=O)N2,83
Cc1ccc(C2=NN3C(C2)c2ccccc2OC3c2ccc(/C=C3\SC(=S)N(C)C3=O)cc2)cc1 (stereo unspecified),97
CN1CCC=C(C(=O)O)C1,122
CN1CCN(CCOc2ccc(-c3cnc4c(-c5cccc(F)c5F)cnn4c3)cc2)CC1,-50*
CCOC(=O)C1=C(C)NC(=O)NC1c1ccc(OCC(=O)O)cc1 (stereo unspecified),93
CCCCc1oc2ccccc2c1C(=O)c1ccc(O)cc1,68
Cc1ccc(NC(=O)Nc2ncccc2OCc2ccccc2)cc1,83
Cc1cc2nc3c4cc(Cl)ccc4n(CCN(C)C)c3nc2cc1C,20
Cc1cc(C)c(Br)c(C)c1C,115
Cc1ccc(S(=O)(=O)NCCCNc2cc(-c3cn(C(C)(C)C)nc3-c3cccc(O)c3)ccn2)cc1,67
CCCCCC(CCC)COC(=O)c1ccc(C)cc1 (stereo unspecified),84
O=C(O)CC(C(=O)O)=C(c1ccccc1)c1ccccc1,113
# Remaining list, next part:
SMILES,HL-60(TB)
COc1ccc2cc(-c3nc4ccccc4[nH]3)c(Cl)nc2c1OC,91
CCCSc1nnc(-c2c(C)nc3sccn23)o1,98
C=C(C)[C@@H]1CC[C@]2(C(=O)OC)CC[C@]3(C)[C@H](CC[C@@H]4[C@@]5(C)C/C(=C/c6ccc(Cl)cc6)C(=O)C(C)(C)[C@@H]5CC[C@]43C)[C@@H]12,101
COc1ccccc1N1C(=O)/C(=C/C2=Cc3ccccc3OC2)SC1=S,93
Cc1ccc2c(Cn3cc(COc4ccc5c(c4)NC(=O)CC5)nn3)cc(=O)oc2c1,101
C[C@@H](Oc1cc(-c2cnn(C3CC4(CCCNC4)C3)c2)cnc1N)c1c(Cl)ccc(F)c1Cl (stereo partly specified),-41*
O=C(O)CCCC1(C(=O)O)CCCC1,96
CCCCSc1nc(Nc2ccc(C(C)=O)cc2)c(C#N)c(-c2ccccc2)n1,100
Nc1ccc(S(=O)(=O)c2ccc(NC(=O)c3ccc(-n4c(=O)[nH]c5ccccc5c4=O)cc3)cc2)cc1,96
COC(=O)/C=C(/C(=O)OC)c1c[nH]c2ccccc12,88
O=C(O)CCCn1c(SCc2c(Cl)cccc2Cl)nc2ccsc2c1=O,-4.9*
O=c1c2ccccc2nc(COc2ccccc2)n1NS(=O)(=O)c1ccccc1,108
O=C(O)c1cc(-c2cc(C(=O)O)c3ccccc3n2)ccc1O,88
Cn1c2c(c3ccc(Cl)c(Cl)c31)C(C#N)C1(CCCC1)NC2=O (stereo unspecified),96
O=C1NCCN1/N=C/c1c(Cl)nc2sccn12,109
CC(=O)[C@H]1CC[C@H]2[C@@H]3CCC4=CC(=O)C=C[C@]4(C)[C@H]3CC[C@]12C,91
CC(C)Sc1nc(NNC(N)=S)c(C#N)c(-c2ccc(F)cc2)n1,95
NC(=S)NCc1ccccc1,93
COc1cc(-c2nc3ccccc3[nH]2)ccc1OCC(=O)N=Nc1c(O)[nH]c2ccc(Cl)cc12,-31*
O=[N+]([O-])c1cccc(CO)c1,87
N#C/C(=C\c1cccc(C#N)c1)C(=O)c1ccccc1,100
CCCC1OP(=O)(N2CC(C)N(P3(=O)OCC(CC)C(CCC)O3)CC2C)OCC1CC (stereo unspecified),117
Nc1c(C(=O)N/N=C/c2ccc(F)c(Oc3ccccc3)c2)cnn1CC(O)c1ccccc1 (stereo unspecified),79
Cc1c(N)c(S(N)(=O)=O)cc(S(N)(=O)=O)c1Cl,103
O=C(NN1C(=O)c2ccccc2C1=O)c1ccc(Nc2ncnc3c2cnn3-c2cccc(Br)c2)cc1,107
# (cont.)
SMILES,HL-60(TB)
Fc1ccccc1Cn1cc(CSc2nc3ccccc3o2)nn1,116
COc1ccc(-c2cc(-c3cc(OC)ccc3OC)nc(SCC(=O)c3ccccc3)c2C#N)cc1,98
O=C(CC(c1ccccc1)C(C(=O)O)C(=O)O)c1ccccc1 (stereo unspecified),113
CC(=O)O[C@H]1CC[C@@]2(C)[C@@H](CC[C@@H]3[C@@H]2CC(=O)[C@]2(C)[C@@H]4C(=O)C=C5CCCCC5[C@@H]4C[C@@H]32)C1 (stereo partly specified),69
C=C(CN=[N+]=[N-])[C@@H]1CC[C@]2(COC(C)=O)CC[C@]3(C)[C@H](CC[C@@H]4[C@@]5(C)CCCNC(C)(C)[C@@H]5CC[C@]43C)[C@@H]12,25
CN1C=CC(C(C(N)=O)c2ccccc2)c2ccccc21 (stereo unspecified),92
O=C(O)c1cc2c([nH]c3ccc(Cl)cc32)c(=O)s1,104
CC(=O)OCC(COC(C)=O)C(C)=O,97
Cn1cc(-c2csc(-c3cn(CCN)c4ccc(Br)cc34)n2)c2cccnc21,41
Cc1cc(C)c(/C=C2\C(=O)Nc3ccc(NC(=O)CCCCCCC(=O)NO)cc32)[nH]1,19
O=c1[nH]c2ccccc2cc1CSc1ccc(Nc2nccc(-c3ccc4ccccc4c3)n2)cc1,92
CC(C)(O)CCl,120
Cc1ccccc1C1OC2=C(Nc3ccccc3N2)C1=O (stereo unspecified),108
O=C(c1ccc(-c2ccccc2)cc1)c1ccc([N+](=O)[O-])cc1,129
Cc1cc2nc(-c3c(-c4ccc(F)cc4)nc4sccn34)[nH]c2cc1C,87
N#CCN(CC#N)[N+](=O)[O-],115
COc1ccc(NC(=O)c2sc3nc(C)c(C(=O)CCc4cccc(OC)c4)cc3c2N)cc1,35
O=C1NCc2ccccc21,101
O=c1[nH]c(=S)c2[nH]c(=S)n(-c3ccccc3)c2[nH]1,100
Clc1cc(Cl)c(C[N+]23CN4CN(CN(C4)C2)C3)cc1Cl,71
COC(=O)c1cc(=O)nc(N/N=C/c2ccccc2)s1,120
COc1cc(OC)c(S(N)(=O)=O)cc1C(=O)/C=C/c1ccc(C)cc1,6.7*
NCC1CCC(C(=O)O)CC1 (stereo unspecified),129&104
COc1cccc(-c2nn(-c3ccccc3)cc2-c2ccnc(N3CCN(C(=O)Nc4ccc(Cl)c(Cl)c4)CC3)c2)c1,65
CC(C)Cn1cnc2c(SC(C)C)nc(N)nc21,94
Nc1nc2ccc(OC(F)(F)F)cc2s1,125

# Given as tab-separated lines: entries from further up
mol	HL-60(TB)
C=C(CN=[N+]=[N-])[C@@H]1CC[C@]2(COC(C)=O)CC[C@]3(C)[C@H](CC[C@@H]4[C@@]5(C)CCCNC(C)(C)[C@@H]5CC[C@]43C)[C@@H]12	25
CN1C=CC(C(C(N)=O)c2ccccc2)c2ccccc21 (stereo unspecified)	92
O=C(O)c1cc2c([nH]c3ccc(Cl)cc32)c(=O)s1	104
CC(=O)OCC(COC(C)=O)C(C)=O	97
Cn1cc(-c2csc(-c3cn(CCN)c4ccc(Br)cc34)n2)c2cccnc21	41
Cc1cc(C)c(/C=C2\C(=O)Nc3ccc(NC(=O)CCCCCCC(=O)NO)cc32)[nH]1	19
O=c1[nH]c2ccccc2cc1CSc1ccc(Nc2nccc(-c3ccc4ccccc4c3)n2)cc1	92
CC(C)(O)CCl	120
Cc1ccccc1C1OC2=C(Nc3ccccc3N2)C1=O (stereo unspecified)	108
O=C(c1ccc(-c2ccccc2)cc1)c1ccc([N+](=O)[O-])cc1	129
Cc1cc2nc(-c3c(-c4ccc(F)cc4)nc4sccn34)[nH]c2cc1C	87
N#CCN(CC#N)[N+](=O)[O-]	115
COc1ccc(NC(=O)c2sc3nc(C)c(C(=O)CCc4cccc(OC)c4)cc3c2N)cc1	35
O=C1NCc2ccccc21	101
O=c1[nH]c(=S)c2[nH]c(=S)n(-c3ccccc3)c2[nH]1	100
Clc1cc(Cl)c(C[N+]23CN4CN(CN(C4)C2)C3)cc1Cl	71
COC(=O)c1cc(=O)nc(N/N=C/c2ccccc2)s1	120
COc1cc(OC)c(S(N)(=O)=O)cc1C(=O)/C=C/c1ccc(C)cc1	6.7*
NCC1CCC(C(=O)O)CC1 (stereo unspecified)	129&104
COc1cccc(-c2nn(-c3ccccc3)cc2-c2ccnc(N3CCN(C(=O)Nc4ccc(Cl)c(Cl)c4)CC3)c2)c1	65
CC(C)Cn1cnc2c(SC(C)C)nc(N)nc21	94
